Screening data deposited in PubChem BioAssay by several laboratories.
human PMI inhibition – inhibitors of human PMI, primary screen, biochemical, fluorescence intensity, coupled assay (AID 1209); purified PMI enzyme, coupled fluorescence intensity; higher % means a stronger effect; actives 0.42% (n = 190,000); one-dose inhibition, % at 20 µM; IC50 in µM for titrated hits;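 note: plate controls were DMSO vehicle for no effect and wells lacking substrate for full effect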
Myeloid diff MLP – myeloid differentiation induction; ER-HoxA9 myeloid progenitors, lysozyme-GFP differentiation, flow cytometry; calls only at 10 µM; actives 1% (n = 360,000); AID 624256;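 active = normalized GFP-positive differentiation at or above the plate's own cutoff, the solvent-only control mean plus 3 SD; inconclusive = no clear call, values can overlap the other calls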;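 note: cells exposed to compound for four days before flow analysis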
CSM14.1 death rescue – rescue of cells from ER stress-induced death, primary screen, 384-well, CSM14.1, thapsigargin, ATP luminescence (AID 1222). cellular ATP content (survival), % at 20 µM; hits with a dose series show EC50 in µM. CSM14.1 thapsigargin-induced death rescue, ATP luminescence; higher % means a stronger effect. 190,000 tested, under 10 active;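 active = EC50 below 50 µM in the dose-response confirmation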;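 note: death triggered by thapsigargin at about 15 µM added after 2 h compound pretreatment; cell ATP read after overnight thapsigargin exposure of roughly 18 to 22 hours; normalized against plate controls of thapsigargin alone and 5% DMSO vehicle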
LYP inhibition – PTPN22 lymphoid phosphatase activity blockers – biochemical, fluorescence intensity, uHTS (AID 1779) | recombinant LYP phosphatase, fluorescence intensity; higher % means a stronger effect | one-dose inhibition, % at 11.5 µM; IC50 in µM for titrated hits | actives 0.054% (n = 290,000);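 note: plate controls were vehicle with enzyme for no effect and no enzyme for full effect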
M1AAP inhibition – malaria alanyl aminopeptidase activity blockers – biochemical, fluorogenic H-Leu-NHMec substrate, 1536-well (AID 1445). recombinant M1AAP, H-Leu-NHMec fluorogenic kinetic assay; higher % means a stronger effect. inhibition, % at 30 µM; hits with a dose series show IC50 in µM. actives 0.42% (n = 220,000);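 active = primary inhibition above the hit cutoff, then over 50% inhibition at one or more dose response concentrations, cut at about 23% in these data, passing the limit was not always enough; inconclusive = conflicting primary data, or primary hits not chosen for dose response; inactive = low primary inhibition, or under 50% at every dose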;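 note: plate controls were DMSO full reaction for no effect and no enzyme background for full effect; strong numbers were not always called active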
XIAP displacement – small molecules displacing peptide from XIAP – biochemical, IAP family, fluorescence polarization (AID 1018). XIAP BIR domain, fluorescence polarization peptide displacement; higher % means a stronger effect. displacement, % at 20 µM, or IC50 in µM where a hit was titrated. actives 0.007% (n = 200,000); in the data active = displacement above about 50%; note: a part of the inactive calls stands beside numbers as strong as those of hits
PMI inhibition – human PMI inhibitors, high substrate, primary screen, biochemical, fluorescence intensity, high mannose 6-phosphate (AID 1220). recombinant PMI enzyme, coupled fluorescence intensity; higher % means a stronger effect. inhibition, % at 20 µM, or IC50 in µM where a hit was titrated. actives 0.66% (n = 190,000)
P. falciparum M17LAP – P. falciparum M17LAP inhibitors, primary screen, biochemical, fluorogenic H-Leu-NHMec substrate, 1536-well (AID 1619); recombinant M17LAP, H-Leu-NHMec fluorogenic kinetic assay; higher % means a stronger effect; one-dose inhibition, % at 30 µM; IC50 in µM for titrated hits; actives 0.38% (n = 220,000);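 active = compound inhibiting the enzyme by more than half at any dose during confirmatory dose-response retesting; inconclusive = strong single-dose inhibitors picked by rank but not retested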;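 note: plate controls were full reaction with DMSO carrier for no effect and no enzyme background for full effect; strong numbers were not always called active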
TNAP activation fold – human TNAP enzyme activators, primary screen, biochemical, luminescent, no phosphate acceptor, uHTS (AID 1001). purified TNAP, luminescent activation assay, no phosphate acceptor; higher activation fold means a stronger effect. one-dose activation fold at 20 µM; EC50 in µM for titrated hits. actives 0.03% (n = 200,000); in the data active = activation fold from about 3, or a potency from the dose series; inactive = the rest, 99 in 100 with activation fold below about 1.6; note: many of its hits are not listed in these tables
Myeloid diff MLP GFP+ MAC1+ % – recorded beside Myeloid diff MLP, whose call it bears; GFP+ MAC1+ double positive, %; measured here: differentiation confirmed by MAC1 staining
* marks the source's active call; other numbers are inactive results; i = inactive; ? = inconclusive; nt = no result given; + = active, no number. Cut-off read from the data, not from the text of the source, unless noted: active = inhibition above about 50%; inactive = the rest.

cpd	structure	human PMI inhibition	Myeloid diff MLP	Myeloid diff MLP GFP+ MAC1+ %	CSM14.1 death rescue	LYP inhibition	M1AAP inhibition	XIAP displacement	PMI inhibition	P. falciparum M17LAP	TNAP activation fold
1	COc1ccc2c(CC(=O)Nc3ccc(OC)nc3)coc2c1	12%	i	0.6	2.5%	0%	1%	-7.9%	27%	26%	1.1
2	Cc1ccc(-n2cnc3c(sc4nc(N5CCOCC5)c5c(c43)CCCC5)c2=O)cc1	nt	i	0.1	nt	-4%	-1%	nt	nt	3%	nt
3	CN(C)C(=O)c1sccc1Oc1ccc(F)cc1[N+](=O)[O-]	-9%	i	0.1	-0.6%	-6%	13%	-4.3%	-8%	24%	1
4	COc1ccc(C(=O)O/N=C(\N)c2ccccn2)c(OC)c1	nt	i	0.5	nt	-5%	-2%	nt	nt	10%	nt
5	CCNS(=O)(=O)c1ccc(OCCNS(C)(=O)=O)cc1	0%	i	8.1	-3.8%	-12%	0%	-6.6%	-3%	-3%	1.1
6	Cc1c(NC(=O)C2CC(c3cccc(Br)c3)=NO2)c(=O)n(-c2ccccc2)n1C (stereo not drawn)	2%	i	0.7	-0.5%	-6%	3%	-1.5%	8%	8%	1.1
7	CC(C)CCOC(=O)C1C(c2ccccc2)C(C(=O)O)C1c1ccccc1 (stereo not drawn)	2%	i	1.3	-3.1%	-2%	7%	-4.2%	-3%	8%	1.1
8	Cc1ccc2nc(NC(=O)COC(=O)CSc3nc(C)cc(C)n3)sc2c1	13%	i	6.4	1.0%	1%	2%	-1.3%	16%	-2%	1.1
9	Cc1ccc(-c2cn(-c3ccc(SC(F)F)cc3)c3[n+]2CCC3)cc1	0%	+	1.2*	-1.4%	-8%	-3%	-5.1%	-10%	-1%	1.1
10	COC(=O)C1CCN(C(=O)COC(=O)CC(NC(C)=O)c2ccccc2)CC1 (stereo not drawn)	-6%	i	1.0	-0.7%	-8%	9%	-8.7%	-14%	4%	1
11	Cc1cc(C)nc(N2C(=O)CC(Cc3ccc(Cl)cc3)C2=O)n1 (stereo not drawn)	-3%	i	0.3	-0.3%	0%	3%	-0.8%	-10%	0%	1.1
12	Nc1ncnc(Nc2ccc(S(N)(=O)=O)cc2)n1	nt	i	0.1	nt	-4%	-4%	nt	nt	-6%	nt
13	CSc1nc(-c2ccco2)nn1S(=O)(=O)c1ccc(C)cc1	4%	i	1.2	nt	2%	12%	-8.2%	-11%	-5%	1
14	COCc1cccc(NC(=O)CCc2ccccc2)c1	1%	i	0.2	-1.6%	-1%	3%	-6.5%	0%	-4%	1.1
15	CCCCN(Cc1ccco1)C(=O)Cn1ncc2c(=O)oc3ccc(C)cc3c21	-3%	i	2.9	0.1%	-8%	-2%	-5.0%	-1%	-9%	1.1
16	CCOC(=O)C1(CCOc2ccccc2)CCN(Cc2cccn2-c2ncccn2)CC1	16%	i	0.1	-2.0%	-4%	8%	-6.3%	17%	-3%	1
17	CCS(=O)(=O)NC(C)C(c1cccs1)N1CCN(C)CC1 (stereo not drawn)	3%	i	6.8	-2.1%	0%	1%	-2.6%	3%	-10%	1.1
18	O=C(CSc1nnc(-c2ccccc2F)n1C1CC1)NC(=O)c1cccc([N+](=O)[O-])c1	2%	i	0.4	0.9%	-8%	2%	-9.0%	-1%	6%	0.9
19	Nc1c(Cl)cc(NC(=O)c2ccccc2C(=O)O)cc1Br	4%	i	0.6	-1.0%	1%	8%	-4.3%	18%	26%	1.1
20	NC(=O)c1ccc(NC(=O)c2ccc3c(c2)OCO3)cc1	-2%	i	0.9	-1.2%	-4%	7%	-6.4%	1%	-6%	1.1
21	Cc1cc(C)n(C(=O)/C=C/c2cccs2)n1	nt	i	0.6	nt	-1%	4%	nt	nt	11%	nt
22	CCNC(=O)C1CC(=O)N(CCCc2ccccc2)C(=Nc2ccccc2)S1 (stereo not drawn)	nt	i	0.6	nt	-4%	3%	nt	nt	12%	nt
23	CN(C)c1ccc(NC(=O)CSCc2nc3c(nnn3Cc3ccc(F)cc3)c(=O)[nH]2)cc1	14%	i	7.1	-3.1%	-10%	23%	-6.7%	14%	22%	1.1
24	CN1/C(=C\C=C(/C#N)C(=O)Nc2ccc(Cl)cc2)C(C)(C)c2ccccc21	13%	i	0.6	1.0%	-4%	-2%	38%	10%	4%	0.9
25	COc1cccc(C(=O)CN2C(=O)C(C)(C)Oc3ccc(C(=O)N4CCCCCC4)cc32)c1	6%	i	0.6	3.8%	0%	19%	-6.7%	2%	0%	1

The closing 2 entries of the section before open the next one.
cpd	structure	human PMI inhibition	Myeloid diff MLP	Myeloid diff MLP GFP+ MAC1+ %	CSM14.1 death rescue	LYP inhibition	M1AAP inhibition	XIAP displacement	PMI inhibition	P. falciparum M17LAP	TNAP activation fold
24	CN1/C(=C\C=C(/C#N)C(=O)Nc2ccc(Cl)cc2)C(C)(C)c2ccccc21	13%	i	0.6	1.0%	-4%	-2%	38%	10%	4%	0.9
25	COc1cccc(C(=O)CN2C(=O)C(C)(C)Oc3ccc(C(=O)N4CCCCCC4)cc32)c1	6%	i	0.6	3.8%	0%	19%	-6.7%	2%	0%	1
26	O=C(CCNS(=O)(=O)c1cccc2nsnc12)N1CCN(c2ccccn2)CC1	12%	i	1.1	0.7%	-11%	4%	-6.5%	2%	-5%	1.1
27	COc1ccccc1C(c1nnnn1C(C)(C)C)N1CCN(Cc2ccncc2)CC1 (stereo not drawn)	3%	i	0.6	1.1%	-5%	5%	-5.2%	-1%	8%	1.1
28	COc1ccc(S(=O)(=O)Cc2ccc(C(=O)NCc3cccs3)o2)cc1	14%	i	2.0	-0.5%	-11%	-4%	-1.2%	6%	-4%	1.1
29	COc1ccccc1OCC(=O)NCc1cccs1	10%	i	0.4	-0.2%	-5%	1%	-1.1%	7%	0%	1.1
30	NC(=O)c1ccc(-c2ncc(-c3ccccc3)o2)cc1	-1%	nt	nt	-2.9%	-39%	3%	-0.8%	-1%	-29%	1.1
31	Cc1cc(C)c2c(NC(=S)Nc3ccccc3)n[nH]c2n1	8%	i	0.3	-0.7%	1%	10%	-9.1%	-1%	14%	1.5
32	CCc1cc2c(=O)c(-c3ccc4c(c3)OCCO4)c(C)oc2cc1OS(C)(=O)=O	7%	i	0.4	3.2%	7%	3%	-6.1%	1%	10%	1.1
33	CNC(=O)CSc1nnc(-c2cccnc2)n1CCc1ccccc1	9%	i	5.6	2.5%	4%	-6%	-3.3%	4%	1%	1
34	O=C(CSCc1ccccc1Cl)NNC(=S)Nc1ccccc1	21%	i	7.9	4.5%	2%	-22%	-0.2%	10%	1%	2.6
35	COc1cc2[nH]c(=O)n(Cc3ccc(C(=O)NC4CCCC4)cc3)c(=O)c2cc1OC	-6%	i	0.8	-0.6%	-10%	-3%	-1.0%	-9%	-2%	1.1
36	O=C1C=C(O)CC(c2ccco2)C1 (stereo not drawn)	4%	i	0.7	0.9%	-2%	10%	-6.1%	6%	-3%	1.1
37	C/C(N)=C(\C#N)C(=O)NCCc1ccccn1	6%	i	0.4	nt	0%	12%	-1.7%	5%	1%	1.1
38	Cc1nn(-c2ccccc2)c2sc(C(=O)NNC(=O)COc3ccccc3)cc12	2%	+	2.8*	-5.3%	-1%	4%	-5.2%	9%	11%	1
39	Cc1cc(C)cc(NC(=O)N2CCC(C(=O)c3ccc(F)cc3)CC2)c1	7%	i	0.2	nt	0%	3%	-17%	11%	-1%	1
40	c1ccc(-c2cn3nc4c(nc3n2)CCCC4)cc1	-49%	i	1.2	-3.4%	-12%	8%	-2.9%	-77%	2%	1.3
41	CNC(=O)c1nnsc1S(=O)(=O)c1ccc(Cl)cc1	11%	?	nt	-2.8%	-5%	2%	-5.1%	8%	10%	1
42	O=C(CN1C(=O)C2C3C=CC(C3)C2C1=O)N1CC=C(c2ccccc2)CC1 (stereo not drawn)	-2%	i	0.5	-1.1%	22%	-2%	-1.2%	4%	0%	1.1
43	Cc1ccc(C)c(S(=O)(=O)N2CCN(CC(=O)Nc3ccc([N+](=O)[O-])cc3)CC2)c1	4%	i	0.2	-4.9%	-6%	4%	-5.3%	1%	-15%	1.2
44	COc1ccccc1NS(=O)(=O)c1cccs1	-2%	i	6.5	2.5%	-7%	0%	-3.2%	-1%	3%	1.2
45	CCn1c(SCc2cccc(C(F)(F)F)c2)nnc1-c1ccco1	-36%	i	0.7	5.2%	5%	2%	-3.2%	-30%	22%	1.1
46	C[C@@H]1CC[C@@]2(O[C@H](CCO)C[C@H](O)[C@H]2O)O1	2%	i	1.3	0.0%	2%	1%	-5.1%	-3%	3%	1
47	COc1ccc(-c2nnn(CC(=O)N(CC(=O)NC3CCCC3)Cc3cccs3)n2)cc1OC	4%	i	0.7	-0.5%	-5%	1%	-20%	13%	4%	1.1
48	O=C(c1ccccc1)c1cccn1CC(=O)N1CCCCCC1	-2%	i	0.9	-1.4%	5%	-9%	-3.4%	-7%	11%	1.2
49	CCOc1ccc(N(C(C)C(=O)NCc2ccco2)S(C)(=O)=O)cc1 (stereo not drawn)	0%	i	2.8	-0.2%	-2%	5%	-2.7%	3%	0%	1.1
50	Cc1ccc(OCC(=O)N2c3ccccc3NC(=O)C2(C)C)c([N+](=O)[O-])n1	10%	i	0.2	-0.5%	-8%	6%	-4.3%	16%	7%	1.1
51	CC1(C)CC(=O)NC=C(c2ccccc2)C1	6%	i	0.8	-2.0%	-4%	1%	-1.6%	11%	-2%	1.1
52	COc1ccc(C(=O)Nc2cccnc2)cc1	-7%	i	1.5	0.7%	-15%	9%	-4.1%	-13%	0%	1
53	CC1=C(C(=O)N2CCCC(CCC(=O)NCc3ccccc3F)C2)OCCO1 (stereo not drawn)	-3%	i	0.4	0.0%	-4%	1%	2.2%	-4%	19%	1.1
54	CCCn1c(SCC(=O)Nc2ccc3c(c2)CCC3)n[nH]c1=O	2%	i	0.6	-3.9%	0%	7%	-10%	4%	25%	0.9
55	COC(=O)C1=CN(C(C)C)C=C(C(=O)OC)C1c1cc(Br)c(OC)c(OC)c1	-2%	i	0.4	0.7%	-14%	14%	-7.2%	-2%	-69%	1.3
56	Cc1cccc(C2CC(c3ccc(Br)cc3)Nc3nc(N)nn32)c1 (stereo not drawn)	9%	i	0.8	2.4%	2%	2%	-1.5%	4%	8%	1
57	Oc1ccc2ccccc2c1C=Nc1cc(C(F)(F)F)ccc1N1CCCC1	29%	i	0.8	1.7%	3%	13%	83%	52%*	-1%	1
58	CCOc1nc(CC(C)C)c2c(c1C#N)CC(C)(C)OC2	nt	i	1.2	nt	-4%	0%	nt	nt	7%	nt
59	Cc1ccc(C(=O)Nc2ccc(CN3CCCCC3)cc2)c(C)c1	2%	i	0.3	-2.8%	-5%	-11%	-3.2%	-8%	-7%	1.1
60	COCCCn1c(=O)cc(C)[nH]c1=S	nt	i	0.4	nt	-10%	1%	nt	nt	-2%	nt

Random draw from the library. About 2.7% of those tested had a hit in this group.
